Screening data: PubChem, several laboratories
DSG3 Ab inh = inhibitors of pemphigus antibody binding to DSG3, primary screen, biochemical, bead-based, flow cytometry, scFv-GFP | Desmoglein-3 (Homo sapiens), P32926 | DSG3-coupled beads, scFv-anti-DSG3-GFP binding; active compounds read low | AID 588358, 2011 | 310,000 tested, 0.48% active | binding (percent of control), % at 10 µM;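 active = binding more than 3 SD below its plate's average and above zero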;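 note: hits lower antibody fragment binding to DSG3; some compounds called inactive have numbers as strong as hits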
Target sequence (P32926 whole entry, looked up, the tested form may be a part): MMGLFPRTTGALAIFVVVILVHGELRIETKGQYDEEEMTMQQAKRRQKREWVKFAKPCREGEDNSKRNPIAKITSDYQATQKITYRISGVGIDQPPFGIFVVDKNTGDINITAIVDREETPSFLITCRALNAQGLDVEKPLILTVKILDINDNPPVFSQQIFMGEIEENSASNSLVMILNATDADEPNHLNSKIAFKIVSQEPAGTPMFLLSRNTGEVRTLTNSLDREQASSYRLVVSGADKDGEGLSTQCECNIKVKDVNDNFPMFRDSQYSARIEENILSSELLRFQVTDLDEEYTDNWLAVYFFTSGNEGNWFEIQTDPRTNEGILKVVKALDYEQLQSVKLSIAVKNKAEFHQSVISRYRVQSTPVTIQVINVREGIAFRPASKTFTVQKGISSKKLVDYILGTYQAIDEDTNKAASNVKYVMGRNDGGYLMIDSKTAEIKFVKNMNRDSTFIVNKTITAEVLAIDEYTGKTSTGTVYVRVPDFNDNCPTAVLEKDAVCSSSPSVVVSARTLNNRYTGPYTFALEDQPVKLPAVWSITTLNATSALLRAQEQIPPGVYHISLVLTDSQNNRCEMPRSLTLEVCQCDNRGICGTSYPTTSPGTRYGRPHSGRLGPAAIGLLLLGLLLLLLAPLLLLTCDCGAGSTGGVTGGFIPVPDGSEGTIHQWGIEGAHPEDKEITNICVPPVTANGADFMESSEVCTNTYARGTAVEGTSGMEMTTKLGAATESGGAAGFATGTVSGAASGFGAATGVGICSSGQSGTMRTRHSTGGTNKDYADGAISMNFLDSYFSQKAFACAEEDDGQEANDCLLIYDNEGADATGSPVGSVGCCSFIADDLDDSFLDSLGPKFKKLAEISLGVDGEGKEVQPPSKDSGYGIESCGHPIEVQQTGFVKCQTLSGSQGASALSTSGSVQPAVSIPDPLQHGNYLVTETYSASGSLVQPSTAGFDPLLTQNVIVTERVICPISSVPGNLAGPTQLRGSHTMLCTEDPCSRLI
DAGLB inh = DAGLB lipase inhibitors, primary screen, biochemical, fluorescence, HTS; inhibition, % at 5.17 µM; 340,000 tested, 0.059% active; AID 504411, 2011; HEK293T DAGLB membrane lysate, EnzChek fluorogenic substrate; Diacylglycerol lipase-beta (Homo sapiens), Q8NCG7; in the data active = inhibition above about 34%;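 note: 0% = enzyme with vehicle and 100% = wells lacking enzyme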
HTR5A inv ag = HTR5A inverse agonists in luminescence cell assay, primary screen, counter-screen for OPRM1-OPRD1 heterodimer inverse agonist project, full-deck HTS; inhibition, % at 9.3 µM; 340,000 tested, 0.083% active; 5-hydroxytryptamine receptor 5A (Homo sapiens), P47898; HTR5A cell line, inverse agonism; AID 504634, 2011; in the data active = inhibition mostly above about 23%, no sharp cut-off; inactive = mostly below about 18%;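 note: 0% = cells with DMSO and 100% = no-cell wells with DMSO; some compounds called inactive have numbers as strong as hits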
Arr AP2 block = inhibitors of beta-arrestin/AP2 binding, primary screen, biochemical, GPCR trafficking, flow cytometry; beta-arrestin 1 C-terminal peptide binding to AP2 beta2-adaptin appendage (human); FITC-arrestin peptide / GST-AP2 beads; AP2 beta2 appendage carries R879A mutation; inhibition, % at 10 µM; 340,000 tested, 0.31% active;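 active = inhibition above a set limit, near 3 SD of compounds lacking own fluorescence, cut at about 54% in these data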;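 note: plate controls were DMSO wells for no effect and 5 µM unlabelled arrestin peptide for full effect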
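test system = AP2 appendage R879A on GSH beads | buffer or medium = PBS plus Tween 20 (0.05%) and BSA (0.1%) | incubation = 12 min plus 1 h, RT | detection = bead flow cytometry, FITC channel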
V-ATPase pHluor = regulators of yeast V-ATPase proton pumping, primary screen, pHLuorin cytosolic pH fluorescence | response, % at 10 µM | 350,000 tested, 0.37% active | S. cerevisiae; in the data active = response mostly above about 7.3%, no sharp cut-off; inactive = mostly below about 5.4%; note: actives read high; inactives centre near 0; some compounds called inactive have numbers as strong as hits; reference of the scale not given here
MOR-DOR inv ag = inverse agonists of MOR-DOR heterodimerization, primary screen, cell-based, luminescence; cell-based MOR-DOR heterodimer luminescence, inverse agonism; 340,000 tested, 0.21% active; inhibition, % at 9.3 µM; Mu-type opioid receptor (Homo sapiens) + Delta-type opioid receptor (Homo sapiens), …; in the data active = inhibition above about 22%, passing the limit was not always enough;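 note: 0% = cells with DMSO and 100% = wells without cells with DMSO; values of inactives mirror those of a sister screen read the other way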
HTR5A ag = HTR5A agonists in luminescence cell assay, primary screen, counter-screen for OPRM1-OPRD1 heterodimer agonist project, full-deck HTS; cell-based; activation, % at 9.3 µM; 340,000 tested, 0.61% active; AID 504692, 2011; in the data active = activation mostly above about 9.5%, no sharp cut-off; inactive = mostly below about 7.6%;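 note: 0% = cells with vehicle only and 100% = reference agonist; strong numbers were not always called active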
MOR-DOR ag = agonists of OPRM1-OPRD1 heterodimerization, primary screen, cell-based, luminescence. Mu-type opioid receptor (Homo sapiens) + Delta-type opioid receptor (Homo sapiens), …. cells. activation, % at 9.3 µM. 340,000 tested, 0.3% active. AID 504326, 2011; in the data active = activation above about 18%;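 note: 0% = vehicle-treated cells and 100% = reference agonist; values of inactives mirror those of a sister screen read the other way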
PKA-R1A activ = activators of PKA-R1A holoenzyme, primary screen, biochemical, fluorescence polarization, Cy5-IP20, bovine R1A, mouse PKAc. PKA-R1A dissociation; scaled: DMSO 0%, 113 µM cGMP 100%. activation, % at 11.4 µM. 340,000 tested, 0.083% active. AID 504707, 2011;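 active = percent activation above the mean of all tested compounds plus 3 SD, cut at about 19% in these data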;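 note: higher means more PKAc released from R1A so a rise in polarization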
PKA-R2B act = activators of PKA-R2B holoenzyme, primary screen, biochemical, fluorescence polarization, Cy5-IP20, human | PKA-R2B holoenzyme dissociation; R2B truncated from residue 108, S112A mutant; 0% DMSO only, 100% 113 µM cGMP | 340,000 tested, 0.079% active | activation, % at 11.4 µM;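 active = activation above a cutoff set at the mean over all compounds plus 3 SD, cut at about 18% in these data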;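 note: higher means more holoenzyme dissociation and a rise in polarization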
Starred values were filed as active, the others as inactive; . = no result given. Compounds were not picked by outcome; about 2.4% have a hit in one of these screens.

SMILES | DSG3 Ab inh | DAGLB inh | HTR5A inv ag | Arr AP2 block | V-ATPase pHluor | MOR-DOR inv ag | HTR5A ag | MOR-DOR ag | PKA-R1A activ | PKA-R2B act
O=C(CSc1nnc2ccccn12)Nc1ncc(Cl)cc1Cl | 97 | -7 | -3 | 2 | 5 | 8 | 7 | -1.5 | 6 | 7
COc1ccc(-c2sc3ccc(N4CCOCC4)cc3c2-c2ccc(OC)c(F)c2)cc1 | 102 | -2 | 13 | -2 | 3 | 12 | -5 | -2.1 | -5 | 1
CN(CC(=O)Nc1ccccc1C(=O)NC1CC1)Cc1ccccc1F | 101 | 0 | -15 | -6 | 0 | 7 | 4 | -1.1 | 1 | 1
COc1ccc(C2CCCN2C(=O)c2cccs2)cc1 (stereo unspecified) | 99 | 0 | 3 | -2 | 8 | 3 | -7 | -0.5 | -2 | 3
O=C(c1ccc(N2C(=O)C3CCCCC3C2=O)cc1)N1CCCCC1 (stereo unspecified) | 86 | 0 | 1 | -9 | 2 | -13 | 4 | 2.2 | -4 | -2
Cc1ccc(N2CC(C(=O)NNC(=O)c3ccc(F)cc3)CC2=O)cc1 (stereo unspecified) | 100 | 0 | 8 | -18 | 2 | 10 | -2 | -2.0 | -2 | -6
O=C1Nc2ccccc2C1=Nc1ccccc1-c1ccccc1 | 97 | 0 | 28 | -12 | -1 | 62* | -7 | -14 | -4 | -20
Cc1cc(NC(=O)CSc2nc3ccccc3n2CC(C)C)no1 | 100 | -1 | -8 | 49 | -2 | 1 | -3 | -0.1 | 10 | 12
CCN(C(=O)COC(=O)CCCOc1ccccc1)c1c(N)n(Cc2ccccc2)c(=O)[nH]c1=O | . | -5 | -19 | 12 | -1 | 5 | 8 | -1.4 | -9 | -1
Cc1cc2c(=O)[nH]c(N)nc2[nH]1 | 103 | 13 | . | . | 0 | . | . | . | 2 | -14
CC1(C)C2CC=C(/C=N/NC(=O)C(N)=O)C1C2 (stereo unspecified) | 97 | 2 | -11 | 2 | -3 | 9 | 4 | -1.7 | -6 | -4
CCOc1ccc(C(=O)COC(=O)CN2C(=O)NC3(CCCCC3C)C2=O)cc1 (stereo unspecified) | 103 | -2 | -20 | 1 | -3 | 4 | 8 | -0.8 | -11 | 5
Cc1ccc(S(=O)(=O)N2CCN(C(=O)c3ccccn3)CC2)c(C)c1 | 97 | 2 | -2 | -6 | -3 | 3 | 1 | -0.6 | -1 | -5
O=c1cc(C(F)(F)F)[nH]c(=O)n1C1CCCCC1 | 100 | 0 | 15 | -6 | -2 | 13 | 1 | -2.5 | -16 | 1
Cc1ccc(OCc2nc(-c3cccnc3)no2)cc1C | 101 | -6 | -4 | 22 | 3 | -3 | 1 | 0.6 | -6 | -3
CC(=O)c1cc2c(cc1NC(=O)Cn1cnc3ccccc3c1=O)OCO2 | 98 | -4 | -22 | 35 | 2 | 10 | 0 | -2.8 | -16 | 4
Cc1oc(-c2ccc(Cl)cc2)nc1CN1CCCC(C(=O)NCCCN2CCCC2=O)C1 (stereo unspecified) | 108 | 0 | -1 | -2 | -3 | 6 | 0 | -1.2 | 2 | -9
CN(C)CCCN(Cc1ccccc1)C(=S)NCc1ccccc1 | 89 | 1 | -1 | -8 | -1 | 2 | 0 | -0.3 | -2 | -7
CCCCC(=O)Nc1nnc(C)s1 | 101 | 2 | 6 | 20 | -1 | 6 | -4 | -1.1 | -1 | 6
C=CCOC(=O)c1ccc(N2CCN(c3ccccc3)CC2)nc1 | 101 | -7 | -13 | 43 | -1 | -27 | 4 | 6.0 | -10 | -8
Nc1nonc1-c1nc2ccccc2n1Cc1ccc(F)cc1 | 106 | -5 | 4 | -5 | 1 | -26 | 1 | 5.1 | -18 | -11
OC(Cc1cccc(C=NN2CCOCC2)n1)(C(F)(F)F)C(F)(F)F | 104 | -5 | . | . | 2 | . | . | . | 1 | -11
COc1ccc(-c2noc(C(C)NS(=O)(=O)c3ccc(NC(C)=O)cc3)n2)cc1 (stereo unspecified) | 96 | 1 | -17 | -1 | -4 | -2 | 6 | 0.3 | -4 | -3
Cc1ccc(S(=O)(=O)N(C)c2c(C)ccc(S(N)(=O)=O)c2C)cc1 | 92 | -1 | 8 | 35 | 6 | 9 | -3 | -1.8 | -9 | 3
O=C(NC(Cc1ccccc1)C(=O)O)C1CCCCC1 (stereo unspecified) | 102 | 2 | -13 | . | -2 | -7 | -5 | 1.2 | -5 | -5
SMILES | DSG3 Ab inh | DAGLB inh | HTR5A inv ag | Arr AP2 block | V-ATPase pHluor | MOR-DOR inv ag | HTR5A ag | MOR-DOR ag | PKA-R1A activ | PKA-R2B act
CCOc1cc(NC(=O)C2CC2)c(OCC)cc1NC(=O)c1cc(OC)c(OC)c(OC)c1 | . | 3 | 0 | -6 | 1 | -13 | -2 | 2.1 | 3 | 6
Cc1nn(Cc2ccc(Cl)cc2)c(C)c1NC(=O)c1noc2c1CCc1ccccc1-2 | 96 | -1 | 6 | 1 | 2 | -23 | -2 | 4.4 | 12 | -2
N/C(=N\OC(=O)Cc1cccs1)c1ccc([N+](=O)[O-])cc1 | 81 | -1 | 8 | 23 | -3 | -1 | 6 | 0.1 | -3 | 0
Cc1cc(C(=O)CN(Cc2ccc(F)cc2)S(=O)(=O)c2ccc3c(c2)OCCO3)c(C)n1C | 100 | -2 | 0 | 2 | -1 | -17 | 0 | 3.6 | 2 | -5
Cc1c(CCCl)c(Cl)n2c(nc3ccccc32)c1C#N | . | 0 | 9 | 4 | -103 | 5 | -2 | -1.0 | -2 | 0
Cc1nc2sc(C(c3ccccc3)N3CCN(c4ccccc4F)CC3)c(O)n2n1 (stereo unspecified) | 98 | -1 | -8 | -7 | 5 | 23 | 7 | -4.1 | 4 | -11
CCOC(=O)C1CN(S(=O)(=O)c2ccc(C)cc2)C1 | 102 | -1 | -4 | 3 | 9 | 17 | 0 | -2.7 | 6 | 2
O=C1CCCc2c1nc(-c1ccc(F)cc1)n2O | 108 | -2 | -4 | 7 | -9 | 9 | 4 | -1.7 | -8 | -8
CCC1CCCCN1CCCNC(=O)c1ccc(CS(=O)(=O)c2ccccc2C)o1 (stereo unspecified) | 107 | 0 | 9 | -11 | 3 | 15 | -2 | -3.0 | 0 | 0
COc1cccc(CNC(=O)CCC2CCCN(c3cc(C)nc(N4CCCC4)n3)C2)c1 (stereo unspecified) | 105 | -1 | -6 | 6 | 4 | 18 | 0 | -3.7 | -3 | -6
CC(=O)C1C(c2ccccc2Cl)NC(=O)NC1(O)C(F)(F)F (stereo unspecified) | 100 | 6 | 12 | 25 | 1 | 2 | -4 | -0.3 | 0 | -2
Cc1cc(C)cc(Oc2coc3cc(O)ccc3c2=O)c1 | 111 | -1 | -6 | -19 | -3 | 9 | 2 | -1.8 | -4 | -9
CCC1(CC)Cc2ccccc2-c2nc(CN(C)C)[nH]c(=O)c21 | 105 | 0 | 0 | 30 | -3 | 4 | 0 | -0.9 | -3 | -9
O=C(N/N=C/c1ccc([N+](=O)[O-])o1)c1cn(-c2ccccc2)nc1-c1ccccc1 | 92 | 2 | 2 | -3 | 0 | -79 | -1 | 11 | -1 | -4
O=c1c(Cl)c(NCC2CCCO2)cnn1C12CC3CC(CC(C3)C1)C2 (stereo unspecified) | 94 | -2 | -2 | 6 | -1 | 20 | -2 | -3.8 | -1 | 2
Cn1c(=O)oc2cc(S(=O)(=O)NC3CCCCCCC3)ccc21 | 99 | -1 | 8 | 24 | -1 | 9 | -4 | -2.1 | -1 | -6
Cc1ccc(NC(=O)CN(C)C(=O)COC(=O)[C@@H](NC(=O)c2ccccc2F)C(C)C)cc1 | . | 0 | -1 | 12 | -1 | 7 | 0 | -1.7 | -1 | -8
COc1ccc(-c2c(C(F)(F)F)oc3cc(OCC(=O)Nc4ccccc4C(F)(F)F)ccc3c2=O)cc1OC | 105 | -4 | -3 | 2 | -1 | 11 | 1 | -2.2 | -2 | -5
CCOc1ccc(/C(O)=C2\C(=O)C(=O)N(CCOCCO)C2c2ccccc2OC)cc1 (stereo unspecified) | 91 | 5 | -10 | -6 | -3 | 5 | 0 | -1.0 | 1 | -5
Cc1csc(OCc2ccc(C#N)cc2)n1 | 98 | -1 | -3 | -9 | 0 | 14 | 3 | -2.7 | -1 | -2
O=C(NCCc1ccc(Cl)cc1)c1nnc(Cc2ccc(Cl)cc2)o1 | 84 | -1 | 1 | 2 | -2 | 2 | 0 | -0.3 | -11 | -8
COc1ccc(C(=O)NNC2=NC(C)(C)Cc3cc(C)c(C)cc32)cc1 | 100 | 1 | 4 | -5 | -2 | 13 | -2 | -2.6 | -4 | 0
O=C1/C(=C\c2ccc(Cl)cc2)CCC1CNc1ccc(Cl)cc1 (stereo unspecified) | 96 | -4 | 8 | 16 | -2 | 6 | -2 | -1.4 | 18 | 4
Cc1c(NC(=S)NC(=O)c2cccc([N+](=O)[O-])c2)c(=O)n(-c2ccccc2)n1C | 109 | 2 | 0 | 20 | 0 | 13 | 3 | -2.6 | -6 | -5
CCC1(CC)NC(=O)N(CC(=O)OCC(=O)Nc2ccccc2OC(F)F)C1=O | 98 | 2 | 5 | 0 | 0 | 13 | 2 | -3.3 | -6 | 0
CCSc1ccc(-c2nn(-c3ccccc3)cc2/C=C(/C#N)C(=O)NCCCOC)cc1 | 104 | -5 | 1 | -6 | -37 | 4 | 0 | -0.6 | 4 | -10
O=C(CSCc1ccc(Cl)cc1)Nc1ccc(O)cc1C(=O)O | 123 | 3 | -6 | 11 | -2 | 0 | 2 | -0.1 | -1 | -9
COCc1cc(=O)[nH]c(=S)[nH]1 | 85 | 0 | -1 | 1 | 4 | 16 | 0 | -3.2 | -7 | -7
O=C(COc1nsnc1N1CCOCC1)Nc1ccc(Cl)cc1 | 87 | -2 | 9 | 17 | -1 | -5 | 7 | 0.7 | 7 | -2
